# Growth percent in the NCI-60 one-dose screen (48 h, 10 µM unless noted): 100 = growth as untreated, 0 = no growth, -100 = all killed.
# PC-3: PC-3 prostate cancer cells. actives 3.9% (n = 80,000). AID 1794754
# DU-145: DU-145 prostate cancer | actives 4.2% (n = 81,000)
# U251: U251 CNS tumor cells; actives 5.4% (n = 80,000); AID 1794753
# OVCAR-4: OVCAR-4 ovarian cancer cells; actives 3.7% (n = 80,000); AID 1794784
# SF-295: SF-295 CNS cancer cells. actives 5.6% (n = 79,000)
# OVCAR-5: OVCAR-5 ovarian cancer; actives 2.9% (n = 82,000); AID 1794783
# OVCAR-3: OVCAR-3 ovarian cancer | AID 1794787 | actives 7% (n = 79,000)
# SK-OV-3: SK-OV-3 ovarian cancer cells; actives 3.2% (n = 80,000); AID 1794785
# OVCAR-8: OVCAR-8 ovarian cancer. actives 4.4% (n = 81,000)
# Starred values were filed as active, the others as inactive; . = not tested or not shown; & = joins results of further samples. Rule for the calls: active = growth percent below 10; inactive = the rest. No enrichment for hits (roughly 11% active in at least one column).
No.	smiles	PC-3	DU-145	U251	OVCAR-4	SF-295
1	O=C1OC[C@H]2[C@H](c3ccc(O)c(O)c3)c3cc(O)c(O)cc3C[C@H]12	47	108	116	110	124
2	N#C/C=C/c1ccsc1C(=O)O	101	105	95	99	115
3	O=c1c(CN2CCOCC2)c(-c2cccc(OC(F)(F)F)c2)[nH]c2ccc(N3CCCC3)cc12	92	99	96	101	109
4	C=CCCCCCCCCC1(C)NC(=O)NC1=O (stereo not given)	99	.	92	106	95
5	CCCN1CCN(c2ccc3nc(-c4ccc5nc(-c6cc(OC)ccc6OC)[nH]c5c4)[nH]c3c2)CC1	103	114	86	81	104
6	COc1cc(CNC(=O)/C=C/C=C/c2ccc3c(c2)OCO3)ccc1O	103	94	97	97	101
7	Cc1cc(C)n(C(=O)Cn2c(C)nc3ccccc3c2=O)n1	91	106	107	95	89
8	CC/C(=C(/c1ccc(Cl)cc1)c1ccc(OCCN2CCCC2)cc1)c1ccccc1	40	80	32	72	79
9	CC1(C)C(=O)C(C)(C)C1=O	95	120	100	115	117
10	Cc1ccc(S(=O)(=O)O[C@@H]2CCCC[C@H]2OS(=O)(=O)c2ccc(C)cc2)cc1	54	101	108	102	48
11	CC(Br)C(=O)C(CCCN(C)C)(c1ccccc1)c1ccccc1 (stereo not given)	88	100	95	92	100
12	O=C1Nc2ccc(Cl)cc2/C1=C/c1ccc(OCC(=O)c2ccc(Br)cc2)cc1	82	103	98	92	100
13	COc1cnc2c(c1)C(=O)c1c-2n(CCCn2ccnc2)c(=O)c2cc(F)ccc12	-4.4*	-56*	-27*	-0.3*	-5.6*
14	Cc1ccc(N=C=S)cc1Cl	102	108	93	94	93
15	CCN(CC)C(=S)Sc1nc2ccccc2s1	97	99	92	79	98

No.	OVCAR-5	OVCAR-3	SK-OV-3	OVCAR-8
1	100	.	135	127
2	115	106	105	106
3	95	103	104	95
4	97	.	99	94
5	113	122	.	106
6	105	99	105	105
7	108	98	102	100
8	82	70	104	70
9	108	113	118	115
10	111	79	98	101
11	99	98	97	92
12	93	90	80	96
13	-30*	-36*	-22*	5.9*
14	87	105	97	97
15	110	106	99	102

# Continued; the last 7 above are carried over.
No.	smiles	PC-3	DU-145	U251	OVCAR-4	SF-295
9	CC1(C)C(=O)C(C)(C)C1=O	95	120	100	115	117
10	Cc1ccc(S(=O)(=O)O[C@@H]2CCCC[C@H]2OS(=O)(=O)c2ccc(C)cc2)cc1	54	101	108	102	48
11	CC(Br)C(=O)C(CCCN(C)C)(c1ccccc1)c1ccccc1 (stereo not given)	88	100	95	92	100
12	O=C1Nc2ccc(Cl)cc2/C1=C/c1ccc(OCC(=O)c2ccc(Br)cc2)cc1	82	103	98	92	100
13	COc1cnc2c(c1)C(=O)c1c-2n(CCCn2ccnc2)c(=O)c2cc(F)ccc12	-4.4*	-56*	-27*	-0.3*	-5.6*
14	Cc1ccc(N=C=S)cc1Cl	102	108	93	94	93
15	CCN(CC)C(=S)Sc1nc2ccccc2s1	97	99	92	79	98
16	CN1CCN(CCOc2ccc(-c3cnc4c(-c5ccc(C(F)(F)F)cc5)cnn4c3)cc2)CC1	28	41	1.5*	57	64
17	COc1ccc(CN2C(=O)C3C/C(=C\N(C)C)C(=O)N3C2N(C)C)c(OC)c1 (stereo not given)	98	118	105	104	99
18	CC1(C)Cc2c(Br)c(Br)c(Br)c(OCC(O)CN3CCOCC3)c2O1 (stereo not given)	9.2*	106	94	99	113
19	CC(O)(C(=O)O)c1cccc2ccccc12 (stereo not given)	98	107	95	109	98
20	CC(C)OC(=O)N1CCOCC1	87	104	101	95	113
21	O=c1ccnc(SCc2ccccc2Cl)[nH]1	93&95	102&114	88&108	87&122	94&108
22	C[N+]1=C(/C=C/c2ccc(O)cc2I)C(C)(C)c2ccccc21	81	87	94	81	94
23	O=c1c2ccccc2oc2ccc(OCCCCCN3CCCCCC3)cc12	81	94	60	73	88
24	CCNC(=O)Oc1ccc(/C(=C(/C)c2ccccc2)c2ccc(OCCN3CCCCCC3)cc2)cc1	13	39	-45*	36	-1.1*
25	Cc1ccc(Cl)cc1NC(=O)N(C)CCOC(=O)Nc1cccc(Cl)c1	97&82	105&109	105	100&78	98&71
26	CCC(C)NCCCCCNc1cc(OC)cc2cccnc12 (stereo not given)	76	114	97	48	110
27	CC(=O)c1ccc2c(c1)Cc1ccccc1-2	104	109	106	116	100
28	CC1=NN(c2ccccc2)C(=O)C1N=Nc1ccccc1S(=O)(=O)O (stereo not given)	101&97	121&119	100&106	112&118	113
29	COC(=O)C1(O)NC(=C(C#N)C#N)C(C#N)=C1C(C)=O (stereo not given)	100	109	109	108	114
30	C/C(=N\N=C1\SCC(=O)N1c1ccc(Br)cc1)c1cc2ccccc2oc1=O	96	104	105	104	105

No.	OVCAR-5	OVCAR-3	SK-OV-3	OVCAR-8
9	108	113	118	115
10	111	79	98	101
11	99	98	97	92
12	93	90	80	96
13	-30*	-36*	-22*	5.9*
14	87	105	97	97
15	110	106	99	102
16	80	-3.5*	86	27
17	105	115	106	113
18	100	57	110	89
19	113	112	97	100
20	.	115	98	96
21	99&105	104&111	102&107	91&108
22	94	83	97	90
23	92	87	93	76
24	35	6.0*	52	7.1*
25	98&95	92&102	101&109	106&97
26	96	103	97	92
27	100	118	106	108
28	112&108	108&114	116&94	112&97
29	107	108	109	102
30	104	.	104	102

# More records follow.
No.	smiles	PC-3	DU-145	U251	OVCAR-4	SF-295
31	CCCC(=O)Oc1ccc(/C(=C(\C)c2ccc(Cl)cc2)c2ccc(OCCN(CC)CC)cc2)cc1	-15*	-23*	-85*	3.1*	-76*
32	CCC1(/C=N/NC(N)=S)NC(=O)NC1=O (stereo not given)	85	112	87	109	107
33	C=C1CC[C@@H]2[C@](C)(COC(C)=O)[C@H](OC(C)=O)CC[C@@]2(C)[C@@H]1CC(NCc1ccc(F)cc1)C1=CCOC1=O (stereo not given in full)	21	70	48	31	96
34	CN1CCCc2ccccc21	95	113	101	114	100
35	COc1cc(-c2nc(SC(C)C)nc(Nc3ccccc3Cl)c2C#N)cc(OC)c1OC	92	102	103	97	102
36	Cc1ccc(NCc2ccccc2)cc1	89	100	106	.	107
37	C#CC1(OCC2CO2)CCCCC1 (stereo not given)	94	117	101	105	105
38	N#C/C(=C\c1ccco1)c1nc(-c2ccco2)cs1	105	104	94	80	100
39	COCCOCCOC(c1cc2c(cc1Br)OCO2)C(C)Br (stereo not given)	100	113	99	120	96
40	CC1CCc2cc(F)cc3c(=O)c(C(=O)O)cn1c23 (stereo not given)	97	110	101	111	98
41	CCCCc1ccc(C(Cl)(c2ccccc2)c2ccccc2)cc1	100	118	97	109	109
42	CC(CCN(CC(=O)O)CC(=O)O)N(CC(=O)O)CC(=O)O (stereo not given)	80	100	67	97	92
43	NC(=O)c1ccc(O)cc1	101	107	98	102	101
44	CSc1ncccc1C(=O)OCC(=O)Nc1oc(C)c2c(C)n[nH]c(=O)c12	85	103	102	104	95
45	Cc1ccc(-c2nn(-c3ccccc3)cc2/C=C2/CCc3ccccc3C2=O)cc1	82	106	100	94	99

No.	OVCAR-5	OVCAR-3	SK-OV-3	OVCAR-8
31	30	-65*	-6.5*	-48*
32	109	119	84	98
33	99	24	94	19
34	93	116	114	101
35	99	115	.	98
36	93	.	94	94
37	105	108	108	104
38	113	106	110	101
39	108	114	100	107
40	.	114	108	97
41	112	118	99	108
42	80	89	84	98
43	110	107	110	103
44	94	106	96	99
45	104	105	93	98

# (more compounds)
No.	smiles	PC-3	DU-145	U251	OVCAR-4	SF-295
46	CN1CCN(C(=O)Nc2cccc(-c3ccccc3)c2)CC1	97	109	95	105	105
47	N#Cc1c(-c2cccs2)nc2c(c(-c3ccccc3)nn2-c2ccccc2)c1-c1ccc2c(c1)OCO2	92	96	98	111	90
48	COc1ccc(/C=C/C(=O)c2ccc(NC(=O)CSc3nnc(-c4ccc(-c5nc6ccc(Cl)cc6[nH]5)cc4)o3)cc2)cc1OC	98	113	96	101	102
49	COC(=O)c1nc(C)c(C)nc1N	97	99	101	111	100
50	CC(=O)N1N=C(c2ccc(Cl)cc2)CC1c1ccc(C)s1 (stereo not given)	67	113	89	.	97
51	CN1CCc2c(sc3nc4n(c(=O)c23)NC(=O)CC(=O)N4c2ccc(Cl)cc2)C1	.	113	115	114	102
52	Nc1c2c(nc3ccc(F)cc13)CC(c1ccc(Cl)cc1)CC2=O (stereo not given)	98	94	104	106	97
53	COc1ccc(Nc2ncc(Br)c(NCCCNC(=O)C3CCCC3)n2)cc1	44	49	27	57	39
54	NS(=O)(=O)c1cccc(N/C=C/C(=O)c2ccccc2)c1	104	108	102	109	100
55	COc1ccc(NC(=O)COc2ccc(CC(=O)N3CCN(c4ccc(Cl)c(Cl)c4)CC3)cc2)cc1	66	90	77	52	50
56	O=C1CCC(NCCO)N1 (stereo not given)	95	106	99	103	97
57	CC(C)=CCC/C(C)=C/CSc1nnc(-c2c(C)nc3ccc(Cl)cn23)o1	99	121	91	47	98
58	CCN(C(=O)CN1CCN(c2cc3c(cc2F)c(=O)c(C(=O)O)cn3C2CC2)CC1)c1nc(-c2ccc(Cl)cc2)cs1	82	105	87	92	88
59	COC(=O)C1=C(C)OC2OCCC12 (stereo not given)	91	106	105	104	95
60	COc1cc(CNC(=O)C[C@H](C)CCC=C(C)C)ccc1OCc1cn(-c2ccc([N+](=O)[O-])cc2)nn1	86	86	83	64	70

No.	OVCAR-5	OVCAR-3	SK-OV-3	OVCAR-8
46	99	109	92	108
47	100	116	89	101
48	102	103	110	100
49	110	102	102	106
50	107	116	103	96
51	111	111	93	107
52	101	116	106	105
53	55	47	31	37
54	110	.	107	108
55	96	82	92	68
56	103	104	101	105
57	115	88	.	96
58	94	111	99	95
59	110	109	103	105
60	102	108	80	64

# Seven structures from above, sorted by heavy-atom count, descending.
No.	smiles	PC-3	DU-145	U251	OVCAR-4	SF-295
58	CCN(C(=O)CN1CCN(c2cc3c(cc2F)c(=O)c(C(=O)O)cn3C2CC2)CC1)c1nc(-c2ccc(Cl)cc2)cs1	82	105	87	92	88
60	COc1cc(CNC(=O)C[C@H](C)CCC=C(C)C)ccc1OCc1cn(-c2ccc([N+](=O)[O-])cc2)nn1	86	86	83	64	70
55	COc1ccc(NC(=O)COc2ccc(CC(=O)N3CCN(c4ccc(Cl)c(Cl)c4)CC3)cc2)cc1	66	90	77	52	50
51	CN1CCc2c(sc3nc4n(c(=O)c23)NC(=O)CC(=O)N4c2ccc(Cl)cc2)C1	.	113	115	114	102
46	CN1CCN(C(=O)Nc2cccc(-c3ccccc3)c2)CC1	97	109	95	105	105
50	CC(=O)N1N=C(c2ccc(Cl)cc2)CC1c1ccc(C)s1 (stereo not given)	67	113	89	.	97
49	COC(=O)c1nc(C)c(C)nc1N	97	99	101	111	100

No.	OVCAR-5	OVCAR-3	SK-OV-3	OVCAR-8
58	94	111	99	95
60	102	108	80	64
55	96	82	92	68
51	111	111	93	107
46	99	109	92	108
50	107	116	103	96
49	110	102	102	106

# (further entries)
No.	smiles	PC-3	DU-145	U251	OVCAR-4	SF-295
61	CNC(=S)N(C)C	111	105	105	112	107
62	CCCc1cc2c(=O)c(C(=O)OC)c[nH]c2cc1N(CC)CC	80	112	104	101	85
63	Nc1nc(-c2cc(-c3cccc([N+](=O)[O-])c3Cl)nc(N)n2)cc(-c2cccc([N+](=O)[O-])c2Cl)n1	93	103	107	104	103
64	O=C(/C=C/c1cn(-c2ccccc2)nc1-c1ccc([N+](=O)[O-])cc1)c1ccc(Cl)cc1	59	20	9.7*	-22*	77
65	CCCCCCCCCOc1c(OC)cc(C2CC(=O)Nc3c2c(C)nn3-c2nc3ccccc3[nH]2)cc1OC (stereo not given)	-3.1*	1.9*	-52*	1.9*	-59*
66	Cc1cc(Br)nnc1Br	110	121	112	113	111
67	O=C(O)c1ccc(N/C=C/C(=O)c2ccccc2)cc1	99	109	99	105	99
68	N/C(=N\c1nc(=O)c2ccccc2s1)NC(=O)Nc1ccccc1	97	111	102	102	99
69	O=C1/C(=C/c2ccc(Br)cc2)SC(=Nc2ccccc2)N1Nc1ccccc1	66	79	62	65	69
70	C/C(=C(/c1ccc(Cl)cc1)c1ccc(OCCN2CCOCC2)cc1)c1ccc(Cl)cc1	95	103	101	96	94
71	COc1ccc(NC(=O)C(/C=N\C(=S)NNC(C)=O)=C(\C)O)cc1	94	115	94	110	105
72	COc1ccc2[nH]cc(-c3nc(N)nnc3-c3cn(C)c4ccc(F)cc34)c2c1	89	94	97	95	98
73	c1ccc(-c2csc3[n+]2CCN3)cc1	103	117	99	105	99
74	CCOC(=O)C(=CNc1ccccc1[N+](=O)[O-])C(=O)OCC	96	.	93	110	99
75	N#Cc1c(-c2cc(=O)oc3ccc(Cl)cc23)nn(-c2ccccc2)c1N	80	94	80	87	85
76	CCCC(F)C(=O)O (stereo not given)	91	117	96	106	83

No.	OVCAR-5	OVCAR-3	SK-OV-3	OVCAR-8
61	96	109	113	102
62	89	95	100	102
63	112	112	99	106
64	34	11	66	38
65	-69*	-63*	-63*	-1.6*
66	105	112	101	115
67	104	.	107	101
68	96	107	94	100
69	92	.	123	72
70	89	101	102	103
71	115	112	119	101
72	94	89	109	91
73	95	106	108	104
74	96	105	110	101
75	89	93	87	78
76	115	116	98	98

# Compound activity: PubChem, NCI
